High-throughput results (PubChem BioAssay)
All columns: NCI-60 one-dose screen, growth in % after 48 h at 10 µM unless noted; 100 = growth as untreated, 0 = no growth, -100 = all killed.
HOP-92 – HOP-92 NSCLC cells. AID 1794738. 71,000 compounds, 6.3% hits
HOP-62 – HOP-62 NSCLC | AID 1794735 | 80,000 compounds, 3.9% hits
CCRF-CEM – CCRF-CEM leukemia. 77,000 compounds, 7% hits. AID 1794778
UACC-62 – UACC-62 melanoma. 81,000 compounds, 5.4% hits. AID 1794756
M14 – M14 melanoma | 80,000 compounds, 6.2% hits
RPMI-8226 – RPMI-8226 leukemia cells. 77,000 compounds, 7.5% hits. AID 1794781
EKVX – EKVX NSCLC; AID 1794765; 71,000 compounds, 3% hits
A549/ATCC – A549/ATCC NSCLC; 81,000 compounds, 3.7% hits; AID 1794740
* = called active by the depositor; · = not tested or not shown; & = joins results of further samples. The calls were made as follows: active = growth percent below 10; inactive = the rest. The list is partial. The share of hits here may be higher or lower than overall.

SMILES	HOP-92	HOP-62	CCRF-CEM	UACC-62	M14	RPMI-8226	EKVX	A549/ATCC
CCC1(CC)C(=O)NC(=O)N(CCc2ccccn2)C1=O	·	98.1	117.6	99.0	107.0	119.4	114.9	110.1
O=[N+]([O-])c1ccc([Se]C2CCCCC2Cl)c([N+](=O)[O-])c1 (stereo unspecified)	53.8	7.2*	80.9	72.2	40.2	82.8	46.0	45.5
O=C1NC(=O)C(=Cc2ccc(-c3ccccc3)cc2)C(=O)N1	97.3	83.4	102.8	99.1	99.0	102.5	104.5	92.3
CC(C)(NC(=O)O[C@@H]1CN2CCC1CC2)c1csc(-c2cccnc2)n1	·	107.4	101.7	82.7	92.3	116.8	93.0	99.4
C=CCC1(CC=C)C(=O)N(C)C(=O)N(c2ccccc2)C1=O	102.2	101.3	106.1	105.1	108.5	107.5	116.7	107.3
O=[N+]([O-])c1ccc(/C=C/C=C/c2ccc(S(=O)(=O)F)cc2Cl)c(Cl)c1	74.0	110.2	94.5	107.0	106.7	100.8	·	103.8
N#C[Se]CCCNS(=O)(=O)C1CC2C=CC1C2 (stereo unspecified)	-73.1*	-71.6*	17.4	-54.1*	-47.9*	-29.5*	-96.0*	-34.1*
CC[N+]1(C)CCCC(OC(=O)C(O)(c2ccccc2)c2ccccc2)C1 (stereo unspecified)	110.2&100.7	107.1&104.2	113.5&102.6	90.6&101.1	105.2	104.0&106.8	113.8&93.0	105.5&102.7
CC(C)[C@@]12CC[C@@H]3[C@@]4(C)CCC[C@@](C)(C(=O)N5CCN(C)CC5)[C@@H]4C[C@H]4O[C@@]34[C@@H](OO1)O2	75.8	91.4	89.3	91.5	87.3	82.8	95.0	71.5
CCOC(=O)C1=C(Nc2ccc(Cl)c(C(F)(F)F)c2)C(=O)OC12C(=O)Nc1ccccc12 (stereo unspecified)	86.6	87.8	74.0	80.8	92.1	87.4	88.6	98.6
O=c1[nH]c2cc(Cl)ccc2n1C1CCN(CCCC(c2ccc(F)cc2)c2ccc(F)cc2)CC1	-37.7*	67.2	-39.3*	39.7	-52.2*	-52.8*	61.5	·
O=C(/C=C/c1ccccc1)c1nc2ccccc2n1Cc1ccc(F)cc1	-28.4*	-26.0*	-23.7*	-39.0*	-20.8*	-38.0*	-60.5*	24.8
CCOP(=O)(OCC)C(=O)N(CC)CC	·	99.9	89.1	106.6	100.8	89.2	·	98.4
C[C@@H]1O[C@@H](O[C@H]2CC[C@@]3(C)[C@H](CCC4[C@@H]3C(O)C[C@]3(C)[C@@H](c5ccc(=O)oc5)CC[C@]43O)C2)[C@H](O)[C@H](O)[C@H]1O (stereo partly specified)	·	-100.0*	·	-89.6*	-70.7*	·	-58.3*	-83.6*
CC(C)(C)[C@H](NC(=O)c1cn(CCC2CCCCC2)c2ccccc12)C(N)=O	87.7	93.4	87.3	92.7	101.3	79.0	73.4	86.4
O=C1/C(=C/c2cn(Cc3ccccc3Br)c3ncccc23)N2CCC1CC2	39.2	74.1	89.3	53.4	95.4	75.3	76.3	75.8
O=C(CC1(O)C(=O)Nc2ccc(Br)cc21)c1ccc(C(=O)NCC2CCC3(CC2)OOC2(CCCCC2)OO3)cc1 (stereo unspecified)	-46.3*	31.0	-34.4*	54.6	61.6	-27.4*	-36.4*	36.7
COC(=O)CC[C@@H](C)[C@H]1CC[C@H]2[C@@H]3CC[C@@H]4C[C@]5(CC[C@]4(C)[C@H]3C[C@H](OC(C)=O)[C@]12C)OO[C@@](C)(C(F)(F)F)O5	91.6	105.8	61.2	67.4	77.6	43.1	96.3	84.6
CCN(CC)c1ccc(C=C2C(=O)NC(=S)NC2=O)cc1	·	98.1	38.9	85.9	102.3	-18.9*	99.5	89.2
CN1C(=O)CN=C(c2ccccc2)c2sccc21	93.2	102.4	106.9	91.6	98.7	105.8	·	105.6
COc1ccc(S(=O)(=O)F)cc1C(=O)O	114.7	95.0	107.8	104.3	104.7	115.2	·	101.2
